Screens: PubChem, National Center for Advancing Translational Sciences (NCATS)
TbPYK inhibitor – blocks Trypanosoma brucei pyruvate kinase | TbPYK enzyme, Kinase-Glo Plus ATP luminescence, 45 min | Potency, µM (series often up to 76.8 µM), for inactives: at the top dose activity, negative = inhibition, most hits filed as inhibitors | 410,000 tested, 0.12% active | Q57TT1; also: potency is read from the fitted curve at half-maximal effect; nearly all actives have a fitted effect of over 50% in size
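Assay buffer: 50 mM TEA pH 7.2, 100 mM KCl, 10 mM MgCl2, 0.05% BSA, 0.01% Tween-20. Pyruvate kinase from T. brucei plus substrate met compound, then ADP (130 uM final). Luminescence was read post 45 min RT.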
AMA1 RON2 block – AMA1-RON2 (P. falciparum) interaction inhibition | AlphaScreen AMA1-biotinylated RON2 peptide binding | Potency, µM (doses to about 58.2 µM), for inactives: at the top dose activity change, negative = inhibition, most hits filed as inhibitors | 360,000 tested, 0.2% active | AID 720542;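 also: potency is read from the fitted curve at half-maximal effect; 0% = vehicle wells and -100% = peptide control; nearly all actives have a fitted effect of over 45% in size; some results filed as inactive show a strong effect at the top dose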
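AMA1 (3D7) with his tag at 25 nM final met compounds first, then biotinylated RON2 peptide at 25 nM; detection used donor plus acceptor beads, 10 µg/mL apiece, read by AlphaScreen after 30 min at room temperature.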
AmpC detergent – AmpC beta-lactamase inhibition with detergent present. Potency, µM (titrated, usually from 114 µM), without a hit: at the top dose activity change, negative = inhibition, usual class: inhibitors. 370,000 tested, 0.041% active. AmpC hydrolysis of nitrocefin, absorbance 480 nm, 0.01% Triton. AID 485294;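 also: potency is read from the fitted curve at half-maximal effect; 0% = no-compound wells and -100% = no-enzyme wells; nearly all actives have a fitted effect of over 25% in size; some results filed as inactive show a strong effect at the top dose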
Target sequence (P00811 whole entry, looked up): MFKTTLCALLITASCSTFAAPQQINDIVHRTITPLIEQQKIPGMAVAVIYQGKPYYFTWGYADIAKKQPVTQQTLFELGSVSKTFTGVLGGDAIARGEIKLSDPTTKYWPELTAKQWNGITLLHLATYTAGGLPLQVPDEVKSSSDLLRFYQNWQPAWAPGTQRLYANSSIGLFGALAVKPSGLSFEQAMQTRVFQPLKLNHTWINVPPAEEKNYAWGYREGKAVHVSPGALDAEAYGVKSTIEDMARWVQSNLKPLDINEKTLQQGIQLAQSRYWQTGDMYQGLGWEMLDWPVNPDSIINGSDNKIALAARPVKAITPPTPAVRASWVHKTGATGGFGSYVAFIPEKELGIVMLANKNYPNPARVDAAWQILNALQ
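AmpC (5.3 nM in the dispensed reagent) in 20 mM phosphate pH 7.0 with 0.01% (detergent screen) or 0.0001% Triton X-100 was preincubated with compounds for 15 min at room temperature. Nitrocefin was then added from an 800 uM solution, and hydrolysis was followed at 480 nm.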
LmPK inhibitor – inhibitors of Leishmania mexicana pyruvate kinase | Q27686 | purified LmPK, Kinase-Glo ATP luminescence, 1 h | Potency, µM (titrated, usually from 57.5 µM), without a hit: at the top dose activity change, negative = inhibition, most hits filed as inhibitors | 290,000 tested, 0.37% active | AID 1721; also: potency is read from the fitted curve at half-maximal effect
Target sequence (Q27686 whole entry, looked up): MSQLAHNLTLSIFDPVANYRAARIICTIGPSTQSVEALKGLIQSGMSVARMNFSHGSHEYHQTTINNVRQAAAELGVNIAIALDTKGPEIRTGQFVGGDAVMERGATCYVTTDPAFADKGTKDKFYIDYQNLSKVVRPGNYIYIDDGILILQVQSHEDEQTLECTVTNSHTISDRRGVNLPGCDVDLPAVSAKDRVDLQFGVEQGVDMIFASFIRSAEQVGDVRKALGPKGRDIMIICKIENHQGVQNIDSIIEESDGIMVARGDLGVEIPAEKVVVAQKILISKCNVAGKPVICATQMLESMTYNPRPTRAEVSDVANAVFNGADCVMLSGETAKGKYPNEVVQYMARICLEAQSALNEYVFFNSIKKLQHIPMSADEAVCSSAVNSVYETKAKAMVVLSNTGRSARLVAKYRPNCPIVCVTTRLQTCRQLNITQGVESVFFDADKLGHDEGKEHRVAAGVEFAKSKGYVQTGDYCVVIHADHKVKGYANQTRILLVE
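Purified LmPK (0.1 nM) with 0.5 mM PEP and 0.1 mM ADP in imidazole buffer pH 7.2 with MgCl2/KCl, 1 h at room temperature. ATP formed was read by luciferase luminescence and normalized to no-enzyme and uninhibited controls.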
AmpC no deterg – inhibitors of E. coli AmpC beta-lactamase without detergent | P00811 | 330,000 tested, 0.52% active | Potency, µM (highest dose often 57.1 µM), without a hit: at the highest dose activity change, negative = inhibition, actives largely listed as inhibitors | AmpC nitrocefin hydrolysis, absorbance 480 nm, 0.0001% Triton;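 also: potency is read from the fitted curve at half-maximal effect; plate controls were no compound for no effect and no enzyme for full effect; nearly all actives have a fitted effect of over 20% in size; some results filed as inactive show a strong effect at the top dose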
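20 mM phosphate pH 7.0 + 0.01% (detergent screen) or 0.0001% Triton X-100; 5.3 nM AmpC reagent; cpd preinc 15 min RT; nitrocefin (800 uM stock) to start; A480 q20 s × 4 min; Activity was normalised to no-enzyme and no-compound control wells.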
Sm TGR inh – inhibitors of Schistosoma mansoni thioredoxin glutathione reductase | AID 485364 | 360,000 tested, 3% active | purified TGR, DTNB reduction, TNB absorbance 405 nm | Potency, µM (doses to about 114 µM), for inactives: at the top dose activity change, negative = inhibition, usual class: inhibitors | Q962Y6; also: potency is read from the fitted curve at half-maximal effect; nearly all actives have a fitted effect of over 60% in size
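Kinetic colorimetric format: TGR-catalysed, NADPH-driven DTNB reduction monitored via TNB absorbance. Enzyme dispensed at 20 nM; compound exposure 15 min at room temperature before reaction start.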
HCMV antiviral – human cytomegalovirus inhibition. HFF cells, HCMV-luciferase reporter, 72 h; stronger effect = lower value. activity change, negative = inhibition, % at 57.5 µM. AID 1259415. 410,000 tested, 4.5% active; in the data active = activity change below about -60%; inconclusive = no clear call, values can overlap the other calls; inactive = above about -39%
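After 16 h attachment at 37C, HFF cells received test compound and HCMV-luciferase (1 PFU/cell); reporter luminescence read 72 h later, data normalized against buffer-only and known inhibitor Salinomycin.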
The depositor's hits bear a star; ? = inconclusive; / = no result given; & = joins results of further samples; [ ] = dose if it differs, or a comment. Unless noted, calls follow the shape of the dose curve; as a rule, active = well fitted curve in the direction sought with a large enough effect; inconclusive = small, poorly fitted or top-dose-only effect, or another doubt; inactive = no such curve, though single readings can be large; an effect the other way counts as inactive or inconclusive. Unless noted, % is scaled to controls: 0 for no effect and ±100 for the full control effect.

No. | SMILES | HCMV antiviral | TbPYK inhibitor | AmpC detergent | AmpC no deterg | LmPK inhibitor | AMA1 RON2 block | Sm TGR inh
1 | Cc1ccc(S(=O)(=O)N(Cc2c(F)cccc2Cl)C(=O)N2CCN(C)CC2)cc1 | -38 | 2% | ? | -26% | / | 9% | -1%
2 | COc1ccccc1NC(=O)N(C)C[C@H]1Oc2ncc(Br)cc2C(=O)N([C@H](C)CO)C[C@H]1C | -4 | -2% | / | / | / | 6% | /
3 | Cc1ccc2[nH]c3c(N4CCN(Cc5ccccc5)CC4)ncnc3c2c1 | -107* | 5% | -5% | -2% | 7% | -13% | -2%
4 | CN(C)c1ccc(NC(=O)c2ccc(COc3cccc(Cl)c3)o2)cc1 | -27 | -8% | -4% | -12% | 0% | 28µM* | -16%
5 | N#Cc1ccc(N2CCN(c3ccc(F)cc3)CC2)cc1 | -25 | 6% | ? | -19% | -2% | -20% | -2%
6 | O=C(c1ccc([N+](=O)[O-])cc1[N+](=O)[O-])n1cnc2ccccc21 | 0 | 4% | 4% | -30% | -1% | 9% | 0%
7 | Cn1cnnc1SCC(=O)c1ccc(OC(F)F)cc1 | -78* | -13% | -5% | -17% | -9% | 0% | -14%
8 | O=S(=O)(c1ccc2c(c1)OCCO2)N1CCC(c2nc3ccccc3s2)CC1 | ? | 0% | 10% | -18% | 5% | 11% | 8%
9 | CCOCCCN1CC(=O)N2[C@@H](Cc3c([nH]c4ccccc34)C2(C)C)C1=O | 4 | 3% | 1% | 39% | -1% | -6% | 12%
10 | CC(C)OC(=O)c1c(-c2ccc(C(C)C)cc2)csc1NC(=O)C1CCCO1 (stereo not given) | -23 | -5% | ? | -18% | -4% | -13% | 16%
11 | COCCCNC(=S)Nc1cccc2ncccc12 | 0 | -15% | 1% | -16% | 0% | 0% | ?
12 | O=c1[nH]c2ccc(S(=O)(=O)N3CCCCC3)cc2[nH]1 | 22 | -11% | -5% | -19% | 10% | -2% | 9%[11.4 µM]
13 | Cc1nn(-c2ccccn2)c2c1C(c1ccncc1)C1=C(CC(C)(C)CC1=O)N2 (stereo not given) | 54 | 1% | -9% | 45% | 2% | -5% | -14%
14 | O=C1NC(c2ccccc2)=C(c2nc3ccccc3s2)C(c2ccc(O)cc2)N1 (stereo not given) | / | 20% | 1% | -6% | 4% | 3% | -10%
15 | Cc1sc2nc(CSC(C)C(=O)Nc3cc(S(C)(=O)=O)ccc3Cl)[nH]c(=O)c2c1C (stereo not given) | ? | -8% | 0% | -25% | / | 2% | ?
16 | N=C(N)SCc1cccc2ccccc12 | -1 | 1% | 0% | -21% | 11% | -16% | -1%
17 | O=C(CCn1c(=O)[nH]c2ccsc2c1=O)N1CCc2ccccc2C1 | -24 | -1% | 5% | -18% | 2% | 0% | 3%
18 | CCN1CCN(C(c2ccccc2OC)c2nnnn2C2CCCCC2)CC1 (stereo not given) | ? | -4% | -13% | 8% | 3% | 5% | -34%
19 | COc1ccc(C(=O)Nc2ccccc2C(=O)Nc2ccccc2)cc1 | -14 | -1% | / | / | / | -1% | /
20 | Cn1c(=O)c2sccc2n2c(CCCC(=O)Nc3ccc(Oc4ccc(Cl)cc4)cc3)nnc12 | -76* | 2% | 1% | / | / | / | 2%
21 | Cc1ccc(-c2cc(C(F)(F)F)c(C#N)c(=O)[nH]2)cc1 | -21 | 7% | ? | -11% | -1% | -8% | -3%
22 | O=C(NCC(c1ccco1)N1CCN(c2ccccc2)CC1)OCc1ccccc1 (stereo not given) | 9 | -2% | -2% | 8% | 6% | -1% | -4%
23 | Cc1ccc(Cl)cc1N1CCN(C(=O)C2CCN(S(=O)(=O)Cc3ccccc3)CC2)CC1 | -12 | -8% | 15% | / | / | / | -30%
24 | C/C=C/c1cc(CN2CCN(c3ccccc3)CC2)c(O)c(OC)c1 | ? | -1% | -7% | -16% | 1% | -29% | -27%
25 | CCN1CCN(CCC(=O)Nc2ccc(Br)c(C)c2)CC1 | -6 | 5% | 0% | 4% | -2% | 0% | 1%

2 compounds from above with just LmPK inhibitor and Sm TGR inh.
cpd	canonical_smiles	LmPK inhibitor	Sm TGR inh
11	COCCCNC(=S)Nc1cccc2ncccc12	0%	?
12	O=c1[nH]c2ccc(S(=O)(=O)N3CCCCC3)cc2[nH]1	10%	9%[11.4 µM]

Further compounds follow:
No. | SMILES | HCMV antiviral | TbPYK inhibitor | AmpC detergent | AmpC no deterg | LmPK inhibitor | AMA1 RON2 block | Sm TGR inh
26 | CC(=O)Nc1ccccc1C(=O)C(=O)Nc1cccc(C(=O)NCc2ccc(C)cc2)c1 | 79 | / | ? | -16% | 0% | / | -3%
27 | NS(=O)(=O)c1ccc(CCNC(=O)COC(=O)c2nc(Cl)ccc2Cl)cc1 | ? | -2% | -4% | -29% | / | 28% | -10%
28 | CC/C(=N\NC(=O)COc1ccc(Br)cc1)c1ccc(OC)c(OC)c1 | ? | -2% | -8% | 45% | 5% | 4% | 3%
29 | C[C@H]1CN([C@@H](C)CO)C(=O)c2cc(Br)cnc2O[C@H]1CN(C)C(=O)c1cccnc1 | 10 | 2% | / | / | / | 16% | /
30 | CCC1CC(=O)CCN1S(=O)(=O)c1ccc(C)cc1 (stereo not given) | -12 | 4% | / | / | / | 0% | /
31 | O=c1c2ccccc2c(C=NCCc2ccccc2)c(O)n1Cc1ccccc1 | -23 | -1% | -1% | -43% | -1% | -21% | -4%
32 | Brc1cc(Br)c2nc(-c3ccc(N4CCOCC4)cc3)ccc2c1 | / | -2% | -9% | -14% | 4% | 70%[activator] | ?
33 | CCN(CC)c1ccc(/C=C/c2cc(-c3ccccc3)c3ccccc3n2)cc1 | -38 | -5% | 0% | -25% | -1% | 90%[activator] | -1%
34 | Cc1ccccc1CN1[C@@H](CC2CCCCC2)COCCS1(=O)=O | ? | -22% | -11% | 58% | -3% | 1% | 3%
35 | Cc1c(O)ccc(/C=N/Nc2nc(-c3cccnc3)nc3ccccc23)c1O | -75* | 2% | -7% | -42% | 1% | 73%&76%[activator] | -4%
36 | CC(=O)c1cnc2c(-c3ccccc3)cnn2c1C | 86 | -1% | 0% | -11% | 1% | 6% | 13%
37 | CC(=NNC(=O)c1cc(C)nc2ccccc12)c1ccc(N2CCOCC2)cc1 | 17 | 7% | / | 74%[activator] | / | 1% | /
38 | Cc1noc(C)c1S(=O)(=O)N(C)C[C@H]1Oc2ccc(NC(=O)NC(C)C)cc2C(=O)N([C@H](C)CO)C[C@@H]1C | 7 | 3% | / | 129%[activator] | / | 11% | /
39 | O=C(Cc1ccccc1)Oc1ccc(N2C(=O)CCC2=O)cc1 | 77 | 3% | 4% | -11% | 0% | -13% | -3%
40 | CC(C)(C)NC(=O)COC(=O)c1snc(C(=O)NC2CCCCC2)c1N | ? | -2% | -1% | 37% | -2% | 1% | 8%
41 | COc1ccc(C(=O)CN2C(=O)c3ccccc3C2=O)c(OC)c1 | -9 | 3% | 0% | 15% | -14% | 8% | -8%
42 | Cn1ncc2c(Nc3ccc([N+](=O)[O-])cc3)nc(Cl)nc21 | -2 | 0% | -10% | -41% | -1% | 2% | 7%
43 | O=C(NCc1ccccc1Cl)c1cc2c(s1)CS(=O)(=O)C2 | -16 | -5% | 0% | -54% | -2% | -3% | -2%
44 | Cc1noc(C)c1CC(=O)Nc1ccc2c(c1)OCO2 | 7 | -11% | 0% | -11% | / | -1% | -28%
45 | CCOc1ccccc1Nc1nc(-c2cccnc2)cs1 | 17 | -11% | ? | 0% | 2% | -22% | -1%
46 | CC(O)(c1ccccc1)c1nc(-c2cccc(F)c2)cs1 (stereo not given) | -6 | -6% | / | / | / | 10% | /
47 | COc1ccc(-c2nc(N)nc(N)n2)c(O)c1 | -11 | 2% | -1% | -6% | / | 22% | ?
48 | Cc1ccc(Nc2nc(N)nc(CSc3nc(C)cc(C)n3)n2)cc1 | ? | -3% | -6% | / | 2% | 8% | -5%
49 | Cc1ccc(NS(=O)(=O)c2ccc(C(=O)NCCCN3CCCC3=O)cc2)cc1 | -18 | -6% | -6% | 11% | / | -6% | -22%
50 | COc1ccc(N=C2C(=O)Nc3c(C)cccc32)cc1 | -24 | 3% | -15% | -12% | 1% | -13% | -2%
51 | CCOC(=O)c1cc(-c2ccccc2)n(CC(=O)NCc2ccccc2OC)c1C | -61* | 1% | 6% | / | / | / | 15%
52 | COc1ccc(C2(O)C(=O)Nc3ccc(C)cc32)cc1 (stereo not given) | -23 | 0% | 2% | -7% | 1% | -4% | -19%
53 | c1ccc(-n2cnnc2SCc2nc3ccccc3s2)cc1 | 92 | -11% | -13% | -26% | 16% | 4% | -2%[11.4 µM]
54 | O=C(NCP(=O)(Oc1ccccc1)Oc1ccccc1)OCc1ccccc1 | 8 | 3% | / | / | / | 24% | /
55 | CC(=O)c1cccc(NC(=O)N2CCC(NC(=O)C3CCCCC3)CC2)c1 | -13 | 0% | -7% | -1% | 4% | 7% | 0%
56 | COc1ccccc1NC(=S)NCCc1c[nH]c2ccccc12 | 5 | -21% | -5% | ? | 2% | -5% | 9%

Sorted by count of non-hydrogen atoms (rising): 6 of the compounds above.
No. | SMILES | HCMV antiviral | TbPYK inhibitor | AmpC detergent | AmpC no deterg | LmPK inhibitor | AMA1 RON2 block | Sm TGR inh
50 | COc1ccc(N=C2C(=O)Nc3c(C)cccc32)cc1 | -24 | 3% | -15% | -12% | 1% | -13% | -2%
53 | c1ccc(-n2cnnc2SCc2nc3ccccc3s2)cc1 | 92 | -11% | -13% | -26% | 16% | 4% | -2%[11.4 µM]
56 | COc1ccccc1NC(=S)NCCc1c[nH]c2ccccc12 | 5 | -21% | -5% | ? | 2% | -5% | 9%
48 | Cc1ccc(Nc2nc(N)nc(CSc3nc(C)cc(C)n3)n2)cc1 | ? | -3% | -6% | / | 2% | 8% | -5%
49 | Cc1ccc(NS(=O)(=O)c2ccc(C(=O)NCCCN3CCCC3=O)cc2)cc1 | -18 | -6% | -6% | 11% | / | -6% | -22%
51 | CCOC(=O)c1cc(-c2ccccc2)n(CC(=O)NCc2ccccc2OC)c1C | -61* | 1% | 6% | / | / | / | 15%
